# Screens as filed in PubChem BioAssay.
# Phagocyt inh – blocks phagocytosis by macrophages; J774A.1 macrophage IgG-bead phagocytosis, imaging; inhibition, % at 5 µM; 110,000 compounds, 0.07% hits; AID 1029;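 active = inhibition above the mean of the plate negative controls plus 5 SD, cut at about 13% in these data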;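 note: phagocytic index as fraction of beads internalized from green versus red external bead signal; plate controls were DMSO negative control for no effect and cytochalasin-D positive control for full effect; some results beyond the cut were filed as inactive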
# NPY-Y2 antag – blocks the human neuropeptide Y Y2 receptor; P49146; NPY-Y2 expressing cells, antagonist mode; inhibition, % at 2.7 µM; 140,000 compounds, 0.99% hits; in the data active = inhibition above about 17%;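 note: 0% = vehicle with agonist challenge and 100% = reference antagonist with challenge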
# Target sequence (P49146 whole entry, looked up): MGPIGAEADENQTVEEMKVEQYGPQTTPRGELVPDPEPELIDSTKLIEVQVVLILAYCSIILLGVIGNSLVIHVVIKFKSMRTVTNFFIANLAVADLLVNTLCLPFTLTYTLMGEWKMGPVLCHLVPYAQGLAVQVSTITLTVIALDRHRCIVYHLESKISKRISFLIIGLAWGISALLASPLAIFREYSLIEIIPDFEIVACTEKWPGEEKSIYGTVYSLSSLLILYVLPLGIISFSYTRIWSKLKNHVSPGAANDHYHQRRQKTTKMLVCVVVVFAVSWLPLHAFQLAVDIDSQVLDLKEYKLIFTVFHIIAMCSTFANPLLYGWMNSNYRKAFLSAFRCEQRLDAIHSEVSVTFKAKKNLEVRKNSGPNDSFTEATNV
# Measles CPE – protection of cells from measles virus; AID 841; 140,000 compounds, 1.5% hits; Measles virus-infected cells, CPE protection, absorbance; protection (pct of control), % at 4 µM; in the data active = protection mostly above about 24%, no sharp cut-off; inactive = mostly below about 26%; note: some compounds called inactive have numbers as strong as hits
# E-sel TNF inh – blocks E-selectin expression induced by TNF alpha | HUVEC TNFa-induced E-selectin immunofluorescence, high content | inhibition, % at 2 µM | 120,000 compounds, 0.71% hits;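 active = inhibition above the batch mean plus 3 SD, and confirmed as a hit on visual image review, cut at about 43% in these data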;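 note: 0% = TNF-stimulated DMSO wells and 100% = unstimulated control wells; not every result past the cut was called active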
# Yeast lifespan up – yeast lifespan extension. inhibition of the nicotinamide effect, % at 10 µM. S. cerevisiae growth with nicotinamide, OD615; deaD strain in restrictive glucose medium. 130,000 compounds, 0.68% hits;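 active = inhibition above a set limit, placed 3 SD over the median of all compounds, cut at about 26% in these data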;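 note: 0% = nicotinamide-treated wells and 100% = cells grown without nicotinamide; some compounds called inactive have numbers as strong as hits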
#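 Buffer or medium: CSMM-D glucose medium, restrictive; test system: modified budding yeast, DeaD strain; compound: single dose 10 µM compound, 0.25% DMSO; schedule: culture preincubation 4 h, compound exposure 48 h, both 30 °C; detection: optical density (absorbance) at 615 nm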
# GALR2 blocker – blocks the human galanin receptor 2; O43603; AID 828; GALR2-expressing cells, antagonist mode; inhibition, % at 4 µM; 140,000 compounds, 0.39% hits; in the data active = inhibition above about 27%;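 note: cells stimulated with galanin 1-16 at roughly its EC80; 0% = agonist challenge control and 100% = basal control without agonist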
# Target sequence (O43603 whole entry, looked up): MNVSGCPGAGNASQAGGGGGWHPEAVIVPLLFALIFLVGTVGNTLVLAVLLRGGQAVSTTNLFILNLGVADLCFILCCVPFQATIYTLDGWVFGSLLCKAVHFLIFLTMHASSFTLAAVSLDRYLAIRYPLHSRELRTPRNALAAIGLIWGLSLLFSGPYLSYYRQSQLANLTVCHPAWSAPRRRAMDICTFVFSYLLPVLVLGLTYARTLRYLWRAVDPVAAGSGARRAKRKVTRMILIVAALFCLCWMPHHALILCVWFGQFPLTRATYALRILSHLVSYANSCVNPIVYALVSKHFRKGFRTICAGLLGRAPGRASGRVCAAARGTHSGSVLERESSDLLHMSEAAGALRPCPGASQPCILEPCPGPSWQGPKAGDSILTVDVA
# MRP-1 activ – activators of MRP-1 | AID 799 | H69AR cells + doxorubicin, viability rescue, CellTiter-Glo | viability increase, % at 10 µM | 140,000 compounds, 0.61% hits;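 active = viability gain under doxorubicin at or above a set limit, the compound median plus 3 SD, cut at about 4.7% in these data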;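 note: MRP-1 overexpressing cells given doxorubicin 25 µM after compound pretreatment; 18-22 h compound pretreatment then 72 h with doxorubicin before readout; 0% = doxorubicin-only wells and 100% = vehicle-treated cells without doxorubicin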
# HCT116 PTEN-null – PTEN-deleted cell growth suppression; HCT116 PTEN-null viability, CellTiter-Glo, 60 h; stronger effect = lower value; viability, % at 10 µM; 140,000 compounds, 1.2% hits;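 active = viability at or below a set limit, 4 SD under the median of all tested compounds, cut at about 3.7% in these data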;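 note: PTEN knockout HCT116 line with beta catenin targeted HCT116 as companion control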
# BB579 growth dn – reduces growth of yeast BB579 in restrictive medium | S. cerevisiae BB579 growth, OD615, 48 h | 140,000 compounds, 0.51% hits | inhibition, % at 10 µM;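 active = inhibition above a set limit, 3 SD over the mean compound inhibition, cut at about 44% in these data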; note: inactives centre near -24
#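 Test system: Saccharomyces cerevisiae DeaD strain BB579, replicative lifespan model yeast | Buffer or medium: Restrictive CSMM-D medium | Doses: One dose, 10 µM compound with 0.25% DMSO | Incubation: 48 h exposure, 30 °C | Detection: Culture absorbance at 615 nm | Control set: Amphotericin B at 10 µg/mL as positive control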
# HCT116 bCat-KO – beta-catenin-lacking colon tumor cell growth suppression | HCT116 beta-catenin knockout viability, CellTiter-Glo, 60 h; stronger effect = lower value | viability, % at 10 µM | 140,000 compounds, 1.5% hits;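 active = viability at or under a set limit, the compound median less 4 SD, cut at about 6% in these data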;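 note: 0% = Hyamine 1622 control at 20 µM and 100% = untreated cell control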
# Numbers without * were called inactive; x = no result given. Compounds were not picked by outcome, and some 6.1% of all compounds hit somewhere here.
SMILES,Phagocyt inh,NPY-Y2 antag,Measles CPE,E-sel TNF inh,Yeast lifespan up,GALR2 blocker,MRP-1 activ,HCT116 PTEN-null,BB579 growth dn,HCT116 bCat-KO
Nc1cc(=O)[nH]c(SCc2cccc(Cl)c2)n1,0.8,0.2,11.3,-13.7,-14.8,-0.6,0.3,70.5,-12.1,79.6
C=CCn1c(SCc2c(C)noc2C)nc2sc3c(c2c1=O)CCCC3,-3.2,5.2,0.8,-7.0,-5.9,-7.4,-1.8,20.4,-15.4,22.5
Cc1sc2ncn(CC(=O)NCCCC(=O)N3CCN(c4ncccn4)CC3)c(=O)c2c1C,x,0.0,40.0,13.3,-11.5,-2.6,0.5,105.0,-0.2,102.0
CCCNC(=O)C1CCN(c2ccc(S(=O)(=O)N3CCOCC3)cc2Cl)CC1,x,2.4,14.9,7.5,x,5.2,-1.2,80.7,-28.2,86.4
Nc1ccccc1N1CCOCC1,-0.6,3.4,2.9,3.4,-1.7,-5.2,-0.1,94.7,-4.5,95.5
CCOC(=O)CSc1nnc(-c2ccc(S(=O)(=O)N3CCC(C)CC3)cc2)o1,-4.7,-1.3,11.8,21.4,-4.7,-5.3,1.0,95.3,14.6,84.9
CC1(C)C2CCC13CS(=O)(=O)NC3C2 (centres undefined),x,1.8,4.4,3.1,x,5.4,-0.3,109.2,-31.6,90.9
CCOC(=O)Cc1csc(NC(=O)c2cc3c(s2)CCCC3)n1,-1.6,0.1,17.1,-2.8,-17.3,-5.3,0.7,45.0,-47.9,29.7
Cc1cccc(N2CCN(S(=O)(=O)c3ccc(S(=O)(=O)N4CCCC4)cc3)CC2)c1C,x,0.9,8.3,-36.9,6.7,-2.7,-4.1,77.5,-46.0,88.6
COc1cccc(CNC(=O)c2c[nH]n3c(=O)c(Cl)c(C)nc23)c1,1.7,8.5,11.7,-5.3,1.9,-3.8,-1.3,93.9,-42.7,95.7
Fc1ccc(/C=C/c2nnc(-c3cccs3)o2)cc1,1.2,12.4,6.4,x,-5.8,14.7,2.1,92.8,-18.8,93.0
Cc1cc(C)n2nc(SCC(=O)N/N=C/c3cccc(Br)c3)nc2n1,0.8,2.8,9.6,13.9,-19.9,-10.4,-2.0,80.1,-27.6,78.9
Cc1ccc(S(=O)(=O)Cc2sc3ccccc3[n+]2C)cc1,-0.2,3.7,23.4,2.9,-10.7,11.5,-1.6,74.3,-23.1,78.8
O=c1[nH]c2cc3c(cc2cc1CN(Cc1ccc2c(c1)OCO2)Cc1nnnn1CC1CCCO1)OCO3 (centres undefined),x,-0.3,23.4,-13.9,-30.4,3.9,-3.8,75.2,-42.9,77.2
COc1ccc(CC(=O)Nc2oc(-c3ccccc3)c(-c3ccccc3)c2C#N)cc1OC,x,10.5,3.6,-7.1,-4.1,-12.0,-2.0,64.0,-12.1,77.9
O=C(CN1C(=O)c2ccccc2C1=O)OCC(=O)N1CCc2ccccc2C1,0.2,1.5,9.7,-44.0,-8.0,7.7,-1.0,106.7,-27.2,102.5
O=C(N1CCOCC1)N1CCN(c2nc(-c3ccccc3)cs2)CC1,2.7,4.4,4.3,17.8,-12.8,1.7,-1.4,91.1,-21.8,99.4
COc1ccc(/C=N/NC(=O)C2c3ccccc3Oc3ccccc32)c(OC)c1,-0.4,4.8,10.1,-37.3,-8.5,3.6,-2.8,94.6,-9.7,94.8
COc1ccc(N2C(=O)C3CCCN3C2c2ccc(C)cc2)cc1Cl (centres undefined),x,3.9,6.7,x,-4.2,-9.7,-1.6,93.3,-15.8,93.5
Cc1nn(Cc2ccc(Cl)cc2Cl)c(C)c1NC(=O)c1nc2n(n1)C(C(F)F)CC(C)N2 (centres undefined),-3.3,0.4,7.4,x,5.6,1.2,0.2,103.5,-55.2,99.5
CC(=O)c1ccc(N2CCN(C(=O)CCS(=O)(=O)c3ccc(C)cc3)CC2)cc1,0.2,0.5,47.4*,-32.6,-4.2,3.4,-3.1,95.4,-21.9,80.5
CC(=O)c1cccc(NC(=S)NC(=O)c2ccccc2Cl)c1,1.9,3.1,5.4,x,-4.4,1.8,-0.8,98.0,-8.1,96.7
Cc1ccc(OC/C(O)=C(\C#N)c2nc3ccccc3s2)cc1,-0.7,6.7,12.2,22.7,27.8*,0.0,0.7,88.1,-29.0,85.2
CNC(=O)CSc1nnc(SCCC(=O)O)s1,-6.7,-0.6,1.5,x,0.0,-8.6,-1.0,102.4,-11.0,97.3
O=S(=O)(N/N=C/c1cn(Cc2ccccc2)c2ccccc12)c1ccccc1,0.3,-4.2,7.8,8.2,-3.0,-3.5,-5.2,20.0,-13.6,48.6
Cc1ccc(-c2cc3c(n2-c2ccc(C(=O)O)cc2)CCCC3=O)cc1,x,1.9,26.3,x,0.4,13.0,-0.7,90.2,-19.2,98.2
COc1ccc(CCN(C)CCC(=O)Nc2cc(C)ccc2C)cc1OC,x,0.3,9.6,-37.1,-1.1,16.3,-2.3,93.3,-61.4,103.6
Nc1nc(SCC(=O)NCCCN2CCOCC2)nc2sc3c(c12)CCC3,0.3,0.3,0.4,10.6,-14.1,16.6,-1.7,86.4,1.2,74.5
OC(COC(c1ccccc1)c1ccccc1)CN1CCN(c2ccccn2)CC1 (centres undefined),-4.0,8.0,7.0,-3.7,5.4,-0.6,-3.2,74.9,-34.1,84.7
CC1CCCC(C)N1C(=O)CN1C(=O)C(C)(C)Oc2ccc(C(=O)NC3CCCCC3)cc21 (centres undefined),-1.2,-0.1,8.9,-10.3,-4.0,-0.4,-1.9,90.7,-23.4,91.0

# Reprinted at random: two compounds from above
SMILES,Phagocyt inh,NPY-Y2 antag,Measles CPE,E-sel TNF inh,Yeast lifespan up,GALR2 blocker,MRP-1 activ,HCT116 PTEN-null,BB579 growth dn,HCT116 bCat-KO
O=S(=O)(N/N=C/c1cn(Cc2ccccc2)c2ccccc12)c1ccccc1,0.3,-4.2,7.8,8.2,-3.0,-3.5,-5.2,20.0,-13.6,48.6
COc1ccc(CCN(C)CCC(=O)Nc2cc(C)ccc2C)cc1OC,x,0.3,9.6,-37.1,-1.1,16.3,-2.3,93.3,-61.4,103.6

# (further entries)
SMILES,Phagocyt inh,NPY-Y2 antag,Measles CPE,E-sel TNF inh,Yeast lifespan up,GALR2 blocker,MRP-1 activ,HCT116 PTEN-null,BB579 growth dn,HCT116 bCat-KO
Cc1ccc(-c2nc3ccccc3s2)cc1NC(=O)c1ccc2c(c1)OCO2,-1.6,0.3,x,36.2,1.8,-6.4,-0.5,71.7,-37.8,82.7
CCOC(=O)C1CCN(C(=O)c2ccc3c(c2)OCO3)CC1,-1.7,3.4,4.5,x,6.0,2.8,0.6,99.6,-47.6,103.4
COc1ccc2oc(=O)c(C(=O)Oc3ccc(NC(C)=O)cc3)cc2c1,x,1.5,7.5,9.5,-13.6,-6.6,-1.1,100.2,-32.3,113.0
Cc1ccc(-c2nc(N)n(S(C)(=O)=O)n2)cc1,0.0,1.4,2.9,-24.5,-14.7,-1.7,0.6,60.1,-5.9,70.4
O=C(/C=C/c1ccc(Cl)cc1Cl)NC(=S)Nc1ccc(CN2CCOCC2)cc1,-1.4,1.2,14.9,x,-5.8,-10.7,-3.6,78.3,-27.1,82.8
O=C(COc1cccnc1[N+](=O)[O-])N1CCN(S(=O)(=O)c2ccccc2)CC1,-7.2,0.8,15.3,x,1.1,0.0,-0.8,87.3,-38.4,93.5
CC1=NOC2(C1)/C(=N/O)CCC/C2=N\O (centres undefined),0.0,-0.9,8.7,-5.4,-4.8,-4.9,0.2,112.8,-52.9,104.0
CCN1CCCC1CNC(=O)c1cc2c(C)nc3ccccc3c2o1 (centres undefined),-0.7,1.0,14.2,x,-26.8,-15.7,-2.6,70.4,-30.2,70.3
Cc1cccc(NC(=O)c2cc(=O)c3ccccc3o2)n1,x,0.1,6.6,-1.9,-24.5,0.2,0.7,108.6,17.0,106.7
O=Cc1cn(CC(=O)NCC2CCCO2)c2ccccc12 (centres undefined),x,0.8,5.1,-43.2,x,2.3,-2.3,97.9,5.3,89.9
Cn1cccc1/C=N/NC(=O)c1ccn[nH]1,-7.4,1.2,41.7,x,-2.8,-0.2,-0.5,87.2,-32.0,86.9
CCCn1c(O)c(N=Nc2ccc3ccccc3n2)c2ccccc21,-4.2,4.1,28.3,x,1.1,-7.8,1.7,88.1,-29.0,86.5
CCN1C(=O)CC(NNC(=O)c2ccc(Cl)cc2)C1=O (centres undefined),x,2.7,21.4,0.8,-17.4,0.2,-1.2,94.7,-10.1,94.6
C=CCOc1ccc(/C=N/NC(=O)C(C)Sc2ccccn2)cc1OC (centres undefined),-8.2,1.9,7.2,-14.7,-1.6,-4.0,-1.7,97.5,-29.3,99.6
O=C(CCCC(=O)N(CC(=O)NC1CCCCC1)CC1CCCO1)Nc1ccccn1 (centres undefined),-2.2,0.8,3.9,x,-11.8,-0.1,0.1,99.8,-37.9,104.5
Cc1nc(NC(=O)c2ccccc2)sc1-c1csc(Nc2ccc(Cl)cc2)n1,x,-3.5,6.1,17.3,-17.3,13.2,-3.9,68.5,-65.1,81.4
O=C(N1CCN(c2ccccn2)CC1)N1c2ccccc2Sc2ccccc21,-2.0,-0.7,11.2,-11.3,-14.5,-2.5,-1.4,12.8,-3.0,9.4
Cc1ccc(/C=N\Nc2nc3ccc(Cl)cc3[nH]2)o1,-2.6,6.8,25.6,3.1,-33.4,21.3,-4.9,82.3,-21.6,93.2
CC(C)NC(=O)c1ccc2c(c1)N(CC(=O)N1CCOCC1)C(=O)C(C)(C)O2,-0.2,1.8,21.0,2.2,-1.5,2.1,-1.3,103.6,-23.7,108.7
COC(=O)c1cccc(NC(=O)CSc2nnc(COc3ccccc3)n2C)c1,0.2,5.7,18.8,-21.6,-3.3,-22.2,-0.8,115.7,-57.7,102.7
CC(=O)NC(C)c1nc2ccccc2n1Cc1ccccc1F (centres undefined),x,2.0,8.4,-8.8,x,-0.1,-1.4,102.4,-27.3,101.9
O=C(Nc1nnc(-c2ccc3c(c2)CCCC3)o1)c1ccc(Cl)cc1Cl,-0.4,9.6,9.8,x,-9.0,-3.0,-3.8,52.2,-19.0,49.7
CCC(=O)N/N=C(\C)CC(=O)Nc1ccc(Cl)cc1,1.2,0.6,7.4,1.0,0.5,3.1,-2.1,93.4,-10.5,84.7
O=S(=O)(c1ccc(C2CCCCC2)cc1)N1CCOCC1,-1.6,-2.6,10.5,-4.5,5.0,-13.2,-1.3,85.5,-20.3,78.9
CCCCC(=O)Nc1nn(C)c2nc3c(C)cccc3cc12,0.9,1.4,0.7,x,-8.7,-4.8,-1.1,105.7,-50.1,90.6
COC(=O)c1ccc(C(=O)OC)c(NC(=S)N2CCCCC2)c1,x,4.6,5.4,8.2,-10.2,-8.8,-2.8,102.1,-19.8,94.2
